TRAIL sens C8 – caspase-8 TRAIL sensitization; 360,000 tested, 1% active; NB7+C8 cells + TRAIL, ATPlite viability luminescence; AID 624354; inhibition (viability loss, TRAIL sensitization), % at 10 µM;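 active means compounds causing at least 50% loss of cell viability in the single-dose screen, relative to plate controls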
CF NFkB block – cystic fibrosis NF-kB activation inhibition | KKLEB NF-kB-GFP reporter, PAF-induced, GFP fluorescence overnight | inhibition, % at 5 µM | 360,000 tested, 0.86% active | AID 588850;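 active means at least 50% inhibition at 5 µM, scaled per plate between neutral and stimulator controls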;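 further: PAF is a Pseudomonas aeruginosa culture filtrate used as stimulus; plate controls were PAF-stimulated DMSO wells for no effect and unstimulated DMSO wells for full effect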
MITF TRPM1 inh – reduces MITF-dependent TRPM1 promoter luciferase signal; SK-MEL-5 TRPM1 promoter luciferase, 24 h; inhibition, % at 12.5 µM; 330,000 tested, 0.83% active;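 active means mean inhibition across replicates of 60% or more, whatever share of single replicates reaches that level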; further: values of inactives mirror those of a sister screen read the other way
KKLEB tox – CF airway cell cytotoxicity counter-screen | KKLEB CF airway cells viability, ATPlite luminescence, overnight; active compounds read low; cells stimulated with P. aeruginosa culture filtrate | activity change (cytotoxicity), % at 5 µM | 360,000 tested, 0.36% active | AID 602141;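 active means corrected activity change at or below -50% at 5 µM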
TWEAK-Fn14 inh – blocks TWEAK-Fn14 interaction in a reporter cell assay; TWEAK-stimulated Fn14 reporter cells, luciferase luminescence, 8 h; inhibition, % at 10 µM; 360,000 tested, 2% active; AID 1159606; in the data active means inhibition above about 50%
NR2E3 ag-1 – human photoreceptor-specific nuclear receptor agonism | Q9Y5X4 | CHO-S Gal4-NCOR/VP16-NR2E3 two-hybrid, luciferase | inhibition of corepressor binding, % at 3.98 µM | 360,000 tested, 0.35% active | AID 602229;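 active means inhibition above the mean of all tested compounds plus 3 SD, cut at about 70% in these data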;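 further: 0% = DMSO with NR2E3 transfected cells and 100% = cells lacking NR2E3 construct; higher means lower luciferase signal from less NR2E3 corepressor binding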
Target sequence (Q9Y5X4 whole entry, looked up, the tested form may be a part): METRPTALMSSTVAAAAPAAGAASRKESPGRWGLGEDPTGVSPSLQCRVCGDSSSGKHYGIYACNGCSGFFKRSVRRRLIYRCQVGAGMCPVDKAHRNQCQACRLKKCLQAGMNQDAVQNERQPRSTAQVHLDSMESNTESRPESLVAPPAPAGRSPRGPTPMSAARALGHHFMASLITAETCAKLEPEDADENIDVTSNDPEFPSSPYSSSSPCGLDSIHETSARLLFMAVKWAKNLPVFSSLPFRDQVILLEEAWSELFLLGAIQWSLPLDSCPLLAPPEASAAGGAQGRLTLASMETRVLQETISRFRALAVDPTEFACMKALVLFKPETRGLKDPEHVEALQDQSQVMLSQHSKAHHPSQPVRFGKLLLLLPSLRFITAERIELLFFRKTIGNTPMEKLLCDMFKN
HIF-2a inh – HIF-2a inhibition | 360,000 tested, 0.72% active | 786-0 RCC cells HIF-2a reporter, luciferase luminescence, overnight | inhibition, % at 18.8 µM;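 active means inhibition of the luminescence signal of 40% or more relative to plate controls, in a single-dose primary screen at 18.75 µM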
Shn3 inh set2 – inhibitors of Schnurri-3 3'UTR reporter in osteoblasts. Clone20 osteoblast Shn3 3'UTR firefly luciferase, 24 h. inhibition, % at 12.5 µM. 360,000 tested, 0.52% active;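 active means mean inhibition of at least 75% with every replicate also reaching 75%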;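 further: 0% = median of neutral control wells and 100% = pilot-screen positive control compound; some compounds past the cut are filed as inactive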
NR2E3 ag-2 – NR2E3 (human) agonism; inhibition of corepressor binding, % at 4.78 µM; 320,000 tested, 0.12% active; Q9Y5X4; AID 2300; GST-NR2E3/biotin-RetCOR TR-FRET, 1536-well;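 active means percent inhibition above the cutoff of mean plus 3 SD of all tested compounds, set per screening campaign, cut at about 20% in these data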;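 further: 0% = DMSO wells and 100% = biotin wells as full block of FRET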
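Test system: GST-NR2E3 and biotin-RetCOR proteins | Quantity: 1.35 nM GST-tagged NR2E3 final | Medium: Tris pH 7.5 | Also added: 7 nM biotin-RetCOR | Dosing: Compound at 4.8 µM, single dose | Timing: 5 h at 4 °C | Detection: Time-resolved FRET | Read-out basis: Percent inhibition | Benchmarks: Biotin wells as high control, 0.6% DMSO wells as low control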
Peg3 promoter – inhibitors of Peg3 promoter; HeLa PEG-Prom luciferase reporter, luminescence, overnight; inhibition, % at 20 µM; 360,000 tested, 1.7% active;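 active means inhibition of at least 50% at 20 µM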
TROY signal inh – blocks TROY-dependent signaling in reporter cells; Q293 LMP1-TROYcd NF-kB luciferase reporter, 4 h; inhibition, % at 10 µM; 360,000 tested, 0.98% active;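 active means compounds whose plate-normalised and pattern-corrected inhibition of the luciferase reporter signal at the single screening dose is 50% or more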
Active calls of the source: *; . = no result given; & = joins results of further samples. This is a subset; rates above refer to the full screens.

Preview:
SMILES | TRAIL sens C8 | CF NFkB block | MITF TRPM1 inh | KKLEB tox | TWEAK-Fn14 inh | NR2E3 ag-1 | HIF-2a inh | Shn3 inh set2 | NR2E3 ag-2 | Peg3 promoter | TROY signal inh
COC(C/C=C\[C@H](O)[C@@H](C)OCc1ccccc1)OC | -2.7 | -28.0 | -3.3 | -5.1 | 5.0 | 20.8 | 3.8 | -16.9 | -0.6 | 3.5 | 15.5
CS(=O)(=O)c1ccc(C(=O)OCC(=O)NC2CCS(=O)(=O)C2)cc1[N+](=O)[O-] (stereo not drawn) | -9.5 | 6.3 | -6.3 | -3.8 | 13.2 | -2.0 | 10.6 | -2.0 | -2.3 | 14.5 | -7.1
S=c1[nH]nc(C(c2ccccc2)C2CCCCC2)o1 (stereo not drawn) | -1.4 | -15.0 | 5.9 | 1.5 | 4.2 | -1.0 | 15.5 | 2.4 | -0.5 | -3.3 | 12.1

The list itself (from the top)
SMILES | TRAIL sens C8 | CF NFkB block | MITF TRPM1 inh | KKLEB tox | TWEAK-Fn14 inh | NR2E3 ag-1 | HIF-2a inh | Shn3 inh set2 | NR2E3 ag-2 | Peg3 promoter | TROY signal inh
COC(C/C=C\[C@H](O)[C@@H](C)OCc1ccccc1)OC | -2.7 | -28.0 | -3.3 | -5.1 | 5.0 | 20.8 | 3.8 | -16.9 | -0.6 | 3.5 | 15.5
CS(=O)(=O)c1ccc(C(=O)OCC(=O)NC2CCS(=O)(=O)C2)cc1[N+](=O)[O-] (stereo not drawn) | -9.5 | 6.3 | -6.3 | -3.8 | 13.2 | -2.0 | 10.6 | -2.0 | -2.3 | 14.5 | -7.1
S=c1[nH]nc(C(c2ccccc2)C2CCCCC2)o1 (stereo not drawn) | -1.4 | -15.0 | 5.9 | 1.5 | 4.2 | -1.0 | 15.5 | 2.4 | -0.5 | -3.3 | 12.1
CCC(=O)c1ccc(N2CCN(C(=O)c3cc([N+](=O)[O-])ccc3F)CC2)c(F)c1 | 1.0 | -13.0 | 7.8 | -3.7 | 49.9 | -8.3 | 11.8 | 22.2 | -1.5 | -6.4 | 9.0
COCCn1c(SCc2nnc(-c3ccccc3)o2)nc2sc3c(c2c1=O)CCC3 | 5.7 | 6.4 | 1.9 | -1.4 | -4.4 | 21.2 | -7.6 | 5.9 | . | 6.3 | 11.5
CCOC(=O)c1csc(-c2ccc(COC(=O)c3ccccc3)o2)n1 | -1.3 | -18.1 | . | -3.3 | -13.2 | -92.2 | -101.7 | 5.0 | . | -79.3 | -53.8
CC1=C(C(=O)N2CCCCCC2)CC(CC(=O)NCCCN(C)C)C(=O)N1CCCN1CCCC1=O (stereo not drawn) | 8.1 | . | . | . | 4.5 | -3.9 | -2.1 | . | . | . | -30.6
C#CCOc1ccc(/C=C2/C(=O)ON=C2C)cc1OCC | -24.8 | -25.0 | 24.7 | 4.8 | 11.1 | -36.2 | 34.6 | 2.2 | 0.1 | 27.9 | -6.1
CN(C(=O)CSc1nc(-c2ccccc2)c(-c2ccccc2)o1)C1CCS(=O)(=O)C1 (stereo not drawn) | -3.7 | 9.6 | 3.8 | 1.7 | 11.2 | 0.3 | 10.3 | 10.3 | -2.1 | 24.4 | -8.0
COc1ccccc1N1N=C(C(=O)c2ccccc2)C2C(=O)N(c3ccc(Br)cc3)C(=O)C21 (stereo not drawn) | -7.3 | -20.2 | . | 0.9 | 2.3 | 10.9 | 17.1 | -102.0 | 0.4 | 8.6 | 13.3
O=C(O)CCCNC(=O)/C(=C\C=C\c1ccccc1)NC(=O)c1ccccc1Cl | 7.5 | -4.5 | 11.5 | 4.8 | 3.3 | -12.6 | 7.6 | 8.9 | -5.0 | 4.8 | 14.9
CN(C)CCCN(C(=O)c1ccc(S(=O)(=O)N2CCCCCC2)cc1)c1nc2ccc(Br)cc2s1 | 49.7 | 17.9 | 92.8* | -19.4 | -65.8 | -13.8 | -15.3 | 8.3 | 3.9 | 57.8* | -23.4
CCCCCC(=O)N1CCN(CCN=CC2=C(O)CC(c3ccc(OC)cc3)CC2=O)CC1 (stereo not drawn) | -2.4&-16.7 | 1.5&6.6 | 21.6&3.6 | 0.0&-2.4 | -4.0&13.6 | -21.6&-6.2 | 6.9&17.2 | 8.6&1.4 | -1.5 | -9.7&11.5 | -11.8&6.3
CCn1c(SCc2ccc(F)cc2)nnc1-c1nn(-c2ccccc2)ccc1=O | -8.8 | -7.0 | 12.8 | 1.1 | -6.3 | 2.4 | 9.5 | -11.3 | 1.2 | 24.0 | 4.1
O=C(c1cccc(NC2=NC3CS(=O)(=O)CC3S2)c1)N1CCN(c2cccc(Cl)c2)CC1 (stereo not drawn) | 6.2 | -7.6 | 6.3 | -2.3 | 7.2 | -25.6 | -0.6 | -19.4 | 2.8 | 11.1 | 3.9
COc1cc(OC)c(OC)cc1C=Cc1ccc2ccccc2n1 | 5.1 | -13.7 | . | -6.5 | -2.0 | -36.9 | -208.4 | -26.0 | . | -154.9 | -15.4
Cc1cc2cc(CN(CC3CCCO3)C(=S)Nc3ccccc3)c(=O)[nH]c2cc1C (stereo not drawn) | -15.1 | 3.7 | 8.0 | -4.9 | 27.4 | -55.4 | 14.5 | 90.3* | -3.3 | 36.8 | -32.6
Cc1cccc(N(Cc2ccc(Cl)cc2)S(C)(=O)=O)c1 | -0.6 | 14.7 | -5.0 | 0.5 | 4.6 | 5.2 | 16.2 | 12.7 | 1.2 | 8.8 | 6.2
COc1ccc(CSc2nc3ccccc3[nH]2)cc1 | 68.5* | 0.6 | -27.7 | -3.6 | 35.2 | -73.8 | -159.3 | 3.7 | 2.1 | -184.9 | -13.7
O=C(CCS(=O)(=O)Cc1ccccc1F)NCc1ccccc1Cl | 15.4 | 11.7 | 7.5 | 8.6 | 10.0 | -23.0 | 11.1 | 9.1 | 2.5 | 2.1 | -11.1
Cn1c(NCCCO)nc2c1c(=O)n(Cc1ccccc1F)c(=O)n2C | -2.1 | 4.0 | 0.4 | -4.2 | -4.3 | 13.0 | 8.9 | 14.7 | 1.7 | 4.0 | -4.0
CCn1ccc(C(=O)Nc2ncc(C)s2)n1 | 30.4 | 6.4 | 3.1 | -0.7 | 21.3 | -184.1 | -132.7 | -73.0 | 3.5 | -182.8 | -14.4
CC(C)(C)c1cc(C(=O)N/N=C/c2ccncc2)n[nH]1 | 1.2 | 14.3 | 1.2 | 0.6 | 2.7 | -53.9 | -14.6 | 6.3 | 1.3 | -1.3 | -21.7
CN(Cc1ccccc1)Cc1nc2c([nH]1)c(=O)n(C)c(=O)n2C | 12.3 | -2.1 | -3.1 | -1.2 | 4.6 | 20.9 | 0.4 | 12.7 | -1.0 | 13.2 | -6.0
COc1ccc(CCNC(=O)c2cc3cc(F)ccc3nc2C)cc1OC | -0.8 | 1.4 | 8.2 | 1.5 | 51.3* | -14.9 | 10.0 | 5.5 | -4.8 | 16.4 | 14.7
COc1ccc(NC(=O)c2cc(-c3ccc(OC)c(OC)c3)nc3ccccc23)c(OC)c1 | 15.2 | -20.4 | 1.6 | 5.5 | 1.0 | -49.1 | -69.0 | -20.7 | -0.9 | -6.4 | -18.1
O=C1Nc2ccc(Cl)cc2C(C#CC2CC2)(C(F)(F)F)O1 (stereo not drawn) | 6.0 | -16.2 | 8.8 | -3.3 | -13.5 | -21.1 | 23.4 | 46.2 | -2.6 | 25.9 | 8.8
N#Cc1c(N)nc2c(c1N)CC(=O)N2c1ccccc1-c1ccccc1 | -11.2 | 2.5 | -0.9 | -3.8 | -7.8 | 11.8 | 15.0 | 3.2 | 0.4 | 2.8 | 8.7
Cc1nnc(-c2cccc(Br)c2)c2cn(-c3ccc(Br)cc3)nc12 | -0.9 | -43.0 | 5.1 | 0.2 | 4.2 | -5.0 | 18.1 | 29.2 | -45.1 | 7.6 | -17.6
S=C(NCc1ccccc1)N1CCN(C(=S)NCc2ccccc2)CC1 | -5.4 | 4.8 | 6.5 | 0.7 | -25.5 | -1.6 | 8.6 | -8.2 | 1.7 | 14.0 | 3.5
O=C(CN1CCN(S(=O)(=O)c2ccccc2)CC1)Nc1ccc([N+](=O)[O-])cc1 | 12.7 | -13.0 | 4.8 | 0.9 | -5.3 | -20.3 | 35.9 | -17.3 | 4.2 | -2.8 | 0.8
C/C(=N\NC(=O)c1ccc(CN2CCOCC2)cc1)c1cccc([N+](=O)[O-])c1 | 4.5 | -4.3 | 2.7 | -2.0 | -8.5 | 4.5 | -30.8 | -2.0 | 3.6 | -19.1 | -19.8
CCCCNC(=O)c1[nH]c(=O)cnc1-c1ccccc1 | -8.5 | -17.7 | . | 2.6 | -14.8 | -4.7 | 4.4 | -9.1 | . | 4.6 | -11.7
O=C(c1ccc([N+](=O)[O-])o1)N1CCN(c2nc3c(Cl)cccc3s2)CC1 | 5.0 | 24.1 | 53.7 | -5.0 | 8.2 | -17.7 | -8.9 | 38.2 | 1.5 | -6.1 | 10.9
CC(C)NC(=O)N1CCC(n2nccc2NC(=O)CCOc2ccccc2)CC1 | -24.8 | 3.4 | 9.8 | 12.8 | 17.6 | -4.0 | 9.3 | 6.1 | -1.1 | 7.5 | -10.2
Cc1ccc(-c2csc(NCCc3nc4cc(Cl)c(Cl)cc4n3CCOCCO)n2)cc1 | 16.2 | -1.4 | 1.0 | 3.9 | 14.3 | -7.5 | -7.6 | -8.8 | 3.1 | 15.6 | 16.7
CCOC(=O)C1=C(COC(=O)CCOc2ccc(OC)cc2)NC(=O)NC1C (stereo not drawn) | -1.4 | 3.9 | -0.4 | -2.5 | 2.8 | -19.2 | 0.9 | -23.0 | -0.7 | 4.9 | 15.3
CN(C(=O)c1ccc(NC(=O)Cc2cccc(NC(=O)C3CCN(C(=O)c4ccccc4)CC3)c2)cc1)C1CC1 | 37.5 | 8.3 | -4.5 | -0.2 | -6.5 | -2.5 | -2.4 | -15.8 | . | -33.6 | -10.0
Cn1c2ccccc2c2cc([N+](=O)[O-])ccc21 | 0.6 | -109.9 | 0.4 | 7.0 | -44.1 | -20.4 | -29.9 | -4.1 | -0.8 | -29.0 | -28.9
CC1(C)Cc2c(sc(NC(=O)C(C)(C)C)c2C#N)C(C)(C)N1 | 8.8 | -0.3 | -5.9 | -3.5 | -1.3 | 0.0 | 3.9 | 0.4 | 4.5 | -2.0 | 11.3
Cc1cc(C)cc(N(C(=O)c2nsc(Cl)c2Cl)C(C(=O)NC2CCCC2)c2ccc(O)cc2)c1 (stereo not drawn) | 17.5 | 12.7 | 16.9 | -5.2 | 19.6 | -10.2 | 8.2 | 10.5 | -1.6 | 59.5* | 23.5
O=C(CN(C(=O)c1ccc(Cl)cc1)N1C(=O)C2C3C=CC(C3)C2C1=O)c1cccs1 (stereo not drawn) | -10.1 | 3.1 | 18.2 | 1.4 | -4.1 | -36.6 | 7.0 | -9.1 | 4.8 | 13.9 | 0.2
